T cell HTS: modulators of CD8 T cell-vesicle binding, primary screen, mouse 2C CD8+ T cells, flow cytometry; 2C CD8+ T cell-vesicle binding; stronger effect = lower value; calls only at 7 µM; 330,000 compounds, 0.068% hits; AID 2052, 2009;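 active = response, share of CD8 T cells binding vesicles, and their 90th percentile fluorescence all below set limits, cut at about 80% in these data, passing the limit was not always enough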
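Assay system – 2C mouse CD8+ T cells · Also added – QL9-loaded Drosophila micro-vesicles · Timing – Cell–vesicle co-incubation 1.5 h at 37 °C, staining 20 min on ice · Signal – flow cytometry of vesicle-bound cells · Measure – percent CD8+ FL2 mean versus row control · Controls – Peptide-free naked vesicles (low) and QL9 vesicles with 0.7% DMSO vehicle (high)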
UTI89 phage lysis: inhibition of K1F phage lysis, E. coli UTI89, bacterial capsule biogenesis inhibitors, alamar blue (AID 488966); 340,000 compounds, 0.02% hits; inhibition, % at 100 µM; hits with a dose series show IC50 in µM; E. coli UTI89 K1F phage lysis, alamar blue, 2 h; higher % means a stronger effect;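 active = phage lysis inhibition, versus mean bacterial control, above a set limit; inconclusive = no clear call, values can overlap the other calls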;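 also: capsule biogenesis inhibitors block K1F phage lysis so surviving cells raise fluorescence; higher fluorescence means more inhibition of phage lysis; actives were called in the ten point dose series up to 300 µM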
SV40 large T antigen: SV40 large T antigen inhibitors, biochemical (AID 1903); SV40 large T antigen ATPase/helicase inhibition assay; higher % means a stronger effect; one-dose inhibition, % at 20 µM; IC50 in µM for titrated hits; 310,000 compounds, 0.39% hits; in the data active = a potency from the dose series; inconclusive = inhibition mostly from about 32% at the one dose, without a potency; inactive = the rest, 99 in 100 with inhibition below about 32%; also: strong numbers were not always called active
PhoP inhibition: inhibitors of PhoP regulon expression, primary screen, Salmonella Typhimurium, GFP reporter (AID 1863); one-dose inhibition, % at 50 µM; IC50 in µM for titrated hits; S. Typhimurium PhoP-regulated promoter GFP reporter, 4 h; higher % means a stronger effect; 300,000 compounds, 0.16% hits;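 active = inhibition over 29.93%, a cutoff 3 SD above the screen mean, later confirmed by dose response; inconclusive = inhibition over 29.93% but no dose response follow-up; inactive = inhibition at most 29.93% or unconfirmed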;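 also: 0% = low Mg2+ inducing control and 100% = high Mg2+ repressing control; strong numbers were not always called active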
NTR1 agonist: agonists of NTR1, primary screen, imaging, U2OS cells, beta-arrestin-GFP, high content (AID 493036); NTR1-U2OS beta-arrestin-GFP spot imaging, agonist mode; activation, % at 20 µM; 330,000 compounds, 0.17% hits;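 active = activation at or above 40% of the spot to cytoplasm intensity ratio, with at least 20 cells analyzed; inconclusive = wells under 20 cells, flagged as cytotoxic or low count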;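 also: 0% = DMSO without peptide and 100% = 100 nM NTR1 peptide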
Target sequence (P30989 whole entry, looked up): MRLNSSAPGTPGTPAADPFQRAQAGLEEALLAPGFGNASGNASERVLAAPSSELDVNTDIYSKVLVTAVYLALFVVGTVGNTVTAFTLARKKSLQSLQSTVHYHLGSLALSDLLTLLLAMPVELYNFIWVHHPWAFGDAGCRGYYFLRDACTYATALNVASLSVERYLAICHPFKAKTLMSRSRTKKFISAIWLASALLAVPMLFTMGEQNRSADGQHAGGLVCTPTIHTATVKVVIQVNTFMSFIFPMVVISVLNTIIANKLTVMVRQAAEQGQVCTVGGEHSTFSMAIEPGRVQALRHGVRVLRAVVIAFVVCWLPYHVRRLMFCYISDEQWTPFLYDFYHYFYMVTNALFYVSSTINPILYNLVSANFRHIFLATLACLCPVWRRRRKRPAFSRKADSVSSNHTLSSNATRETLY
Myeloid diff MLP: induction of myeloid progenitor differentiation, primary screen, cell-based, flow cytometry, MLPCN library. ER-HoxA9 myeloid progenitors, lysozyme-GFP differentiation. calls only at 10 µM. 360,000 compounds, 1% hits;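 active = normalized GFP-positive differentiation at or above the plate's own cutoff, the solvent-only control mean plus 3 SD; inconclusive = no clear call, values can overlap the other calls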;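 also: cells exposed to compound for four days before flow analysis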
RSV antiviral HEp-2: RSV antiviral activity via CPE protection, HEp-2 cells, primary 10 µM value included (AID 2391). HEp-2 cells, RSV-induced CPE inhibition; higher % means a stronger effect. CPE inhibition, % at 10 µM, or IC50 in µM where a hit was titrated. 310,000 compounds, 0.13% hits; in the data active = a potency from the dose series; inconclusive = CPE inhibition mostly from about 23% at the one dose, without a potency; inactive = the rest, 99 in 100 with CPE inhibition below about 21%; also: strong numbers were not always called active
MgcRacGAP inhibition: MgcRacGAP GTPase-activating activity inhibitors, confirmation, biochemical, ADP Hunter fluorescence | MgcRacGAP-stimulated Rac1 GTP hydrolysis, ADP Hunter fluorescence; higher % means a stronger effect; GST-tagged Rac1 F28L mutant substrate | inhibition, % at 30 µM, or IC50 in µM where a hit was titrated | AID 624330, 2012 | 340,000 compounds, 0.6% hits;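 active = first-screen hits whose inhibition reached a set limit at any dose in the follow-up dose series; inconclusive = inhibition above the set first-screen limit but never retested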;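 also: fluorescence reports GDP produced by GAP-driven GTP hydrolysis; strong numbers were not always called active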
TNAP activators: human TNAP enzyme activators, primary screen, biochemical, luminescent, no phosphate acceptor, uHTS (AID 1001). purified TNAP, luminescent activation assay, no phosphate acceptor; higher activation fold means a stronger effect. 200,000 compounds, 0.03% hits. activation fold at 20 µM, or EC50 in µM where a hit was titrated. Alkaline phosphatase, tissue-nonspecific isozyme (Homo sapiens); in the data active = activation fold from about 3, or a potency from the dose series; inactive = the rest, 99 in 100 with activation fold below about 1.6; also: many of its hits are not listed in these tables
T cell HTS vesicle-bound %: further read-out of T cell HTS, marked with its call; double positive events, %; measured here: CD8+ vesicle-bound cell fraction;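 binding gate set so that unloaded-vesicle control wells show 10% double positive cells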
NTR1 agonist cell count 20 µM: recorded beside NTR1 agonist, whose call it bears; cell count; measured here: cell count, cytotoxicity flag
Myeloid diff MLP GFP+ MAC1+ %: recorded beside Myeloid diff MLP, whose call it bears; GFP+ MAC1+ double positive, %; measured here: differentiation confirmed by MAC1 staining
* marks the source's active call; other numbers are inactive results; i = inactive; ? = inconclusive; nt = not tested or not shown; + = active, no number; [ ] = another dose, or the depositor's remark.

SMILES	T cell HTS	T cell HTS vesicle-bound %	UTI89 phage lysis	SV40 large T antigen	PhoP inhibition	NTR1 agonist	NTR1 agonist cell count 20 µM	Myeloid diff MLP	Myeloid diff MLP GFP+ MAC1+ %	RSV antiviral HEp-2	MgcRacGAP inhibition	TNAP activators
COc1ccc(CNC(=O)CSc2nnc(C)c(=O)[nH]2)cc1	i	60.6	0.1%	8.1%	-15.0%	-1.2	60	i	0.7	0.4%	16.7%	nt
CCc1ccc(N2C(=O)Nc3ccc(Br)cc3C2(O)C(=O)NCCN(C)C)cc1 (stereo not given)	i	32.7	0.0%	5.1%	-4.8%	0.3	58	i	1.4	0.6%	-0.4%	nt
CC1CN(C(=O)NCc2ccccc2)c2cc(Cl)ccc2O1 (stereo not given)	i	31.5	0.0%[50 µM]	6.4%	1.1%	0.1	71	i	0.4	1.4%	8.9%	nt
Cc1ccc(S(=O)(=O)NC(CC(C)C)C(=O)NCCCn2nc(C)cc2C)cc1 (stereo not given)	i	49.4	0.3%[50 µM]	nt	nt	-0.1	58	i	1.2	-0.1%	2.9%	nt
CN(CC(=O)NCc1cccnc1)S(=O)(=O)c1ccc2c(c1)c(=O)n(C)c(=O)n2C	i	26.2	0.4%	-4.8%	8.5%	2.1	58	i	1.8	2.2%	6.8%	1.1
CCOc1cc(/C=C(\C#N)C(N)=O)ccc1OS(=O)(=O)c1ccccc1	i	55.8	1.9%	18.3%	5.7%	16.5	53	i	0.5	3.0%	6.5%	0.8
COc1cccc2cc(C(C)N(CCCN3CCOCC3)C(=O)Nc3ccc(Cl)cc3)oc12 (stereo not given)	i	41.4	-0.3%	-1.9%	2.1%	0.7	55	i	0.1	-0.3%	12.2%	1.1
COc1ccc(/C=C2\SC(=S)N(CCC(=O)NC3=NCCS3)C2=O)cc1OC	i	18.0	2.1%	-3.5%	-11.8%	2.7	43	i	0.5	1.4%	10.7%	0.8
Cc1nn(C)c(C)c1Sc1ccccc1N	i	27.0	1.2%	9.4%	-6.6%	0.7	58	i	0.6	0.5%	4.2%	1
NS(=O)(=O)c1ccc(CCNC(=O)C2CCN(S(=O)(=O)c3ccc(Br)s3)CC2)cc1	i	62.1	-1.5%	13.3%	2.0%	0.1	80	i	0.5	-0.3%	0.1%	1.2
CCOc1ccc(CSc2nc(C)cc(COC)c2C#N)cc1OCC	i	55.3	-0.1%	25.9%	3.3%	11.8	88	i	0.4	7.7%	10.0%	nt
Cc1ccc(-n2nnc3c(=O)n(CC(=O)N4CCCC4)cnc32)cc1	i	22.7	-0.6%	16.7%	2.4%	1.6	84	i	6.7	1.2%	13.4%	1.1
Cc1cc(=O)oc2cc(OCC(=O)N3CCN(C(=O)c4ccco4)CC3)ccc12	i	28.1	0.0%	17.5%	-1.2%	-0.1	46	i	0.1	0.6%	4.5%	1.2
O=C(O)c1cccc(NC(=O)c2ccc3c(c2)C(=O)N(c2ccccc2)C3=O)c1	i	14.8	0.3%	-13.6%	1.5%	0.9	88	i	0.3	-0.5%	8.7%	nt
COc1ccc(S(=O)(=O)NCC(=O)N(CC(=O)NCC2CCCO2)c2c(C)cccc2C)cc1 (stereo not given)	i	46.8	0.3%	16.8%	-24.0%	-1.0	46	i	0.9	0.4%	-1.4%	1.1
COC(=O)[C@H](Cc1c[nH]c2ccccc12)NC(=O)Nc1ccccc1OC	i	35.0	-0.9%	2.1%	3.4%	0.4	75	i	0.8	nt	-3.9%	nt
O=C(CCCOc1ccccc1)Nc1cccc(S(=O)(=O)N2CCCCCC2)c1	i	33.3	-0.6%[50 µM]	nt	nt	8.1	42	i	0.4	3.6%	2.9%	nt
COc1cccc(CC(NC(C)=O)C(=O)NC2CCN(S(=O)(=O)c3ccc(F)cc3)CC2)c1OC (stereo not given)	i	38.9	-0.7%	28.2%	-1.4%	1.5	44	i	0.5	-0.2%	-4.9%	1
COc1cc(NC(=O)CCCNC(=O)Cn2cnc3sc(C)c(C)c3c2=O)cc(OC)c1OC	i	20.2	0.2%	10.1%	-5.2%	-1.4	49	i	2.8	1.4%	-4.9%	nt
CCOC(=O)C(=O)Nc1cc([N+](=O)[O-])ccc1C	i	9.7	-9.1%	14.2%	7.7%	-0.4	48	i	0.7	2.7%	0.7%	1
CCC(C)NC(=O)CN(C)S(=O)(=O)c1ccc2c(c1)c(=O)n(C)c(=O)n2C (stereo not given)	i	17.6	-1.9%	-0.5%	7.0%	2.1	46	i	4.3	1.4%	4.0%	1.2
CCOc1cc(C2C3=C(CC(C)(C)CC3=O)N(CCOC)C3=C2C(=O)CC(C)(C)C3)ccc1OC	i	58.1	0.1%	14.0%	-2.5%	1.6	57	i	0.6	1.2%	12.9%	nt
O=C(CCN1C(=O)/C(=C/c2ccccc2Cl)SC1=S)Nc1ccccc1C(=O)O	i	18.8	1.4%	21.2%	-10.3%	6.2	46	i	1.0	1.1%	10.0%	nt
O=C1NC(=Nc2ccc(Cl)cc2)SC1Cc1cc(Cl)ccc1Cl (stereo not given)	i	29.8	0.3%	15.4%	3.9%	6.9	44	i	0.4	2.6%	3.7%	1.4
Cc1c(NC(=O)c2cccc(NC(=O)Cc3c(F)cccc3Cl)c2)c(=O)n(-c2ccccc2)n1C	i	38.7	0.5%[50 µM]	nt	nt	-0.1	65	i	0.9	1.7%	5.2%	nt
CCCc1oc2c(c(=O)c1CC)C(=O)CC(C)(C)C2	i	33.0	-0.2%	-6.2%	2.7%	-1.6	94	i	0.5	0.7%	9.4%	1.1
CN1CCN(C(=O)c2ccc(Cl)c(S(=O)(=O)N3CCCCCC3)c2)CC1	i	40.4	-0.4%	2.3%	4.8%	-0.9	49	i	1.4	3.2%	5.5%	1
COc1cccc(C2c3c(C)nn(-c4ccc([N+](=O)[O-])cc4)c3N=C3C(=O)Nc4ccccc4N32)c1 (stereo not given)	i	52.8	-0.2%	8.7%	2.9%	2.7	32	i	0.4	6.4%	4.6%	0.9
Cc1cccc(N2CCN(C(=O)CSc3nc4ccccc4nc3N3CC(C)OC(C)C3)CC2)c1C (stereo not given)	i	44.4	0.5%	6.3%	3.9%	2.8	49	i	1.7	11.6%	5.9%	nt
Cc1cccc2c1cnn2C(=O)Nc1ccccc1Cl	i	65.1	0.3%	-0.8%	-1.9%	0.6	68	i	0.3	0.0%	4.5%	nt
CCCCC(O)(CCCC)C(=O)NN(C(=O)c1cccnc1Cl)c1ccccc1	i	58.0	-1.7%	5.8%	-15.4%	1.6	62	i	0.7	1.2%	-3.1%	nt
O=C(COc1c(CO)cc(Br)cc1CO)NC1CCCc2ccccc21 (stereo not given)	i	50.2	0.6%	18.4%	-9.6%	1.3	68	i	1.5	5.2%	-5.3%	1.2
Cc1ccc(SC(CC(=O)c2ccc(F)cc2)C(=O)O)cc1 (stereo not given)	i	55.0	0.3%	19.0%	14.1%	-1.1	72	i	0.9	-0.5%	nt	nt
COc1cccc(NC(=O)COc2cc(C)cc3oc(=O)cc(C)c23)c1	i	34.7	0.2%	10.9%	-10.9%	0.6	43	i	1.9	1.5%	6.1%	nt
Cc1ccc(C(=O)O)cc1NS(=O)(=O)c1ccc2c(c1)oc(=O)n2C	i	10.2	1.4%[50 µM]	-3.4%	7.9%	-2.5	66	i	0.9	0.7%	5.5%	nt
O=C(Cn1cccc1C(=O)c1ccccc1)NCc1ccco1	i	51.9	0.5%	1.1%	-6.2%	-0.3	50	i	0.6	1.4%	13.0%	1.1
CCOC(=O)/C=C/C(=O)OCC(=O)Nc1cccc(Cl)c1Cl	i	56.4	-0.3%	8.1%	4.7%	4.5	51	i	0.3	1.6%	1.9%	1.1
C(=N\Nc1ccc2ccccc2n1)/c1ccc2c(c1)OCCO2	i	35.8	1.6%	-0.8%	-9.8%	-0.6	46	i	0.2	-1.8%	-2.9%	1.1
CCN(C[C@H]1N[C@@](CC)(C(=O)OC)[C@H]2C(=O)N(C)C(=O)[C@@H]12)S(=O)(=O)c1ccc(OC)cc1	i	12.0	0.9%	nt	nt	-0.9	62	i	1.7	nt	3.2%	nt
CC(Oc1ccc(C(C)(C)C)cc1)C(=O)NCC(c1ccco1)N1CCCC1 (stereo not given)	i	32.6	0.1%[50 µM]	nt	nt	-1.4	45	i	0.1	-0.2%	-5.7%	nt
Cc1nc(NC(=O)c2cncc(Br)c2)ccc1Br	i	58.9	-0.1%	-1.7%	-2.9%	-0.6	46	i	0.4	0.7%	5.9%	nt
Cc1ccccc1Cn1cc(NC(=O)c2cc(-c3cccs3)on2)cn1	i	8.0	-1.9%	2.4%	-14.3%	2.7	76	i	6.1	2.5%	0.7%	1.1
CC1CN(C(=O)COC(=O)/C=C/c2cccc([N+](=O)[O-])c2)CC(C)O1 (stereo not given)	i	4.3	0.3%[50 µM]	nt	nt	-0.8	70	i	0.8	nt	-1.1%	nt
CCOc1ccc(C(=O)NC2CCCCCCC2)cc1	i	24.3	0.0%	20.7%	nt	-0.8	51	i	0.3	2.8%	11.4%	nt
CCOc1cccc(-c2cc(C(=O)NN)[nH]n2)c1	i	32.2	-0.3%	13.8%	-3.2%	2.0	64	i	0.7	0.8%	-1.9%	1.1
COc1cc(/C=C2/CC/C(=C/c3ccc(O)c(OC)c3)C2=O)ccc1O	i	59.6	0.0%	?	-12.9%	17.6	59	+	3.3*	7.2%	22.0%	nt
